Source: PubChem BioAssay (Fisher Drug Discovery Resource Center)
mcGAS RapidFire = inhibitors of Mus musculus cyclic GMP-AMP synthase, initial high-throughput assay, cell-free, RapidFire MS; Q8C6L5; recombinant mouse cGAS, cGAMP by RapidFire MS; inhibition, % at 12.5 µM; 130,000 tested, 0.18% active;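 active = inhibition of cGAS enzyme activity at or above 60%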;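 also: enzyme stimulated by 45 bp dsDNA with ATP and GTP substrates; cGAMP share of summed cGAMP plus half ATP and half GTP signals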
Target sequence (Q8C6L5 whole entry, looked up): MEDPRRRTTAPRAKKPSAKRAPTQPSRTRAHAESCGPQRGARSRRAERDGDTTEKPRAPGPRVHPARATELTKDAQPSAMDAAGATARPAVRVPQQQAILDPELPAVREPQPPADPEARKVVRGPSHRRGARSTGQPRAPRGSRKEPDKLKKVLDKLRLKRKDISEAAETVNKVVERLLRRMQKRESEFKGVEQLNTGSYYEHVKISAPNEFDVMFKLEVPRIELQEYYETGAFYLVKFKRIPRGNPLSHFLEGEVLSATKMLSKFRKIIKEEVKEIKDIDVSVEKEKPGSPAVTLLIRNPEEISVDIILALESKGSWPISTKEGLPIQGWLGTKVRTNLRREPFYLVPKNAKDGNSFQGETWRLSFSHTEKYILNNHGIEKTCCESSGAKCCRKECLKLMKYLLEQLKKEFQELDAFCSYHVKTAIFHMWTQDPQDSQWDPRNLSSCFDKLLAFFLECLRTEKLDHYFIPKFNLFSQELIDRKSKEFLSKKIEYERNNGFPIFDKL
* marks the source's active call; other numbers are inactive results; & = joins results of further samples. Only part of the results is shown; the hit share may differ from the screen's.

smiles,mcGAS RapidFire
N#CC1C(=N)C(C#N)(C#N)[C@@H](c2cccs2)[C@@H]2CCCC=C12 (stereo partly drawn),5
Cc1csc(Sc2ncnc3c2CCCC3)n1,-6
O=C(O)C1C2C=CC3(O2)C1C(=O)N1c2ccccc2C2OCCC2C13 (stereo not drawn),-21
O=S1(=O)CCN(CCNc2ncnc3cc(F)c(F)cc23)CC1,-9
COCCS(=O)(=O)c1ncc(CN2CCCC2)n1Cc1ccccc1,-9
S=c1[nH]nc(Nc2cccc(Br)c2)s1,41
Cc1ccc(/C=C/CC(=O)Nc2ncn(CC(=O)N(C)C)n2)cc1,-4
O=C(CCNC(=O)c1ccoc1)Nc1cc(Cl)ccc1F,-5
O=C1CCC2(CCCO2)CCN1Cc1ccccc1OC(F)(F)F (stereo not drawn),-14
CC1CCN(C(=O)CNc2cc(S(C)(=O)=O)ccc2F)CC1,-13
O=C(Nc1nnc(-c2ccc(Cl)s2)o1)c1cccc(F)c1,-6
COC(=O)c1c(OCC2CC(=O)N(C)C2)cc(=O)n2c1CCN(Cc1ccc(C)c(C)c1)CC2 (stereo not drawn),5
CNC(=S)Nc1ccc(Nc2ccccc2OC)cc1,8
Cc1cc(C(=O)NCc2ccnc(OC3CCCCC3)c2)n(C)n1,-8
Cc1ccccc1-c1cccc(C(=O)N[C@H]2C[C@H]3C(=O)NCC(=O)N3C2)c1,2
CN1CCN(c2cncc(C(N)=O)n2)CC1C(=O)O (stereo not drawn),6
NC(=O)c1ccccc1OCC(=O)N1CCCc2ccccc21,-9
Cc1nn(C2CCS(=O)(=O)C2)c(C)c1C=C1CCn2c1nc1sc(C)c(C)c1c2=O (stereo not drawn),-2
COc1ccc(F)c(CN2CCCC(O)(CN3CCC4(CCCC4)C3)C2=O)c1 (stereo not drawn),-15
c1cc(CNc2ccc(-c3nc(C4CC4)no3)cn2)no1,6
O=S(=O)(C=C(NNc1ccccc1)c1ccccc1)c1ccccc1,-11
CC1(C(=O)Nc2ccc3c(c2)OCCO3)CCN1Cc1ccc(-c2ccccc2)o1 (stereo not drawn),-12
O=C(c1ccoc1)N1CCOc2c(O)cc(-c3cccc(Cl)c3)cc2C1,-5
CCOC(=O)C1(CCOC)CCN(C(=O)c2cc(OC)c(OC)c(OC)c2)CC1,-10
COc1ccc(S(=O)(=O)Nc2cccc(-c3nc(C)c(C)o3)c2)cc1Cl,0

Other results.
smiles,mcGAS RapidFire
COCCn1c(=O)[nH]c(=O)c2c(C)cc(-c3ccc(F)cc3)nc21,-13
N#CCCN(CC1CCCO1)C(=O)/C=C/c1ccoc1 (stereo not drawn),-10
N#Cc1c(CN2CCOCC2)c(C=O)n2ccccc12,-20
O=C(CN1CCOC1=O)N1Cc2cnn(Cc3ccc(F)cc3)c2C1,-25
O=C(Nc1ccccc1Oc1cccnc1)C1CCCN(Cc2ccc3nonc3c2)C1 (stereo not drawn),-8&0
COc1ccc(-c2cc(N)n(-c3ccc(C(=O)N4CCC(NC(=O)OC(C)(C)C)C4)cc3)n2)cc1 (stereo not drawn),6
CC1CCCc2sc3nc(SCCN4CCCC4)n(N)c(=O)c3c21 (stereo not drawn),-7
CC(NC(=O)c1nccnc1N)c1ccccc1Br (stereo not drawn),-6
COc1cccc2sc(N(Cc3ccco3)C(=O)c3cc(C)n(C)n3)nc12,-4
CCn1c(C2CCN(c3ncccc3C(F)(F)F)CC2)nn(C)c1=O,-7
CCN=c1scc(C)n1/N=C\c1cc(Br)ccc1OC,-6
CN=c1scc(-c2cccs2)n1N=Cc1ccc(O)c(O)c1O,-14
Cc1cc(C)c(S(=O)(=O)NCC2CC2)c(C)c1NS(C)(=O)=O,-11
O=C(CN1CCN(S(=O)(=O)c2ccc3c(c2)CCC3)CC1)Nc1cccc(Cl)c1Cl,2
CN(C)CCn1ccc2c(nnc3c(-c4ccccc4)cnn32)c1=O,-2
Cc1c(C)n2c3c(=O)n(Cc4ccc(Cl)cc4)c(=O)n(C)c3nc2n1CCOCCO,-6
CN(C(=O)CNc1ccc(C#N)cc1)c1nccs1,-7
O=C1NCCN(C2CCCC2)C1CC(=O)N1CCN(c2ccccc2)C(=O)C1 (stereo not drawn),-15
O=[N+]([O-])c1ccc2c(c1)CN(S(=O)(=O)c1cccs1)CC2,-4
O=c1c2ccccc2n(Cc2cc(=O)n3ccccc3n2)c(=O)n1CC1CCCO1 (stereo not drawn),2
Cc1noc(C)c1CC(=O)N1CCCC(Cn2ccnc2C)C1 (stereo not drawn),6
COc1cccc(CN2CCN(C)C(C(=O)O)C2)c1F (stereo not drawn),-3
Cc1nn2c(=S)[nH]nc2[nH]c1=O,18
COc1ccccc1C(=O)Nc1c2c(nn1-c1ccccc1C)CS(=O)C2 (stereo not drawn),-8
CCOC(=O)C1(CC2CCCCO2)CCN(C(=O)CCc2c[nH]c3ccccc23)CC1 (stereo not drawn),-6

Not a retest: an excerpt of the list.
smiles,mcGAS RapidFire
COCCn1c(=O)[nH]c(=O)c2c(C)cc(-c3ccc(F)cc3)nc21,-13
N#CCCN(CC1CCCO1)C(=O)/C=C/c1ccoc1 (stereo not drawn),-10
N#Cc1c(CN2CCOCC2)c(C=O)n2ccccc12,-20
O=C(CN1CCOC1=O)N1Cc2cnn(Cc3ccc(F)cc3)c2C1,-25
O=C(Nc1ccccc1Oc1cccnc1)C1CCCN(Cc2ccc3nonc3c2)C1 (stereo not drawn),-8&0
COc1ccc(-c2cc(N)n(-c3ccc(C(=O)N4CCC(NC(=O)OC(C)(C)C)C4)cc3)n2)cc1 (stereo not drawn),6
CC1CCCc2sc3nc(SCCN4CCCC4)n(N)c(=O)c3c21 (stereo not drawn),-7

The listing continues:
smiles,mcGAS RapidFire
CN1CCC(Cc2noc(-c3cccc(-n4cccn4)c3)n2)CC1,-30
Cc1[nH]cnc1-c1c(-c2ccccc2)ncn1Cc1cc(-c2ccco2)on1,-9
Nc1nonc1-c1ccc(Cl)cc1,-13
Cc1cc(C2CCC2)nc(NCCN2CCCC(CO)C2)n1 (stereo not drawn),-11
COc1ccc(CCN(C)C2CCCN(C(=O)c3cc(C(C)C)no3)C2)cc1OC (stereo not drawn),-8
O=C(O)CSC12CC3CC(CC(C3)C1)C2,-19
O=C(NCC1CCN(C2CC2)C1)c1cc(C2CC2)nc2ccccc12 (stereo not drawn),-19
c1cc(C2CN(c3ncnc4c3CCC4)C2)ccn1,-9
Cc1nc2ncnn2c(C)c1CCC(=O)Nc1sc2c(c1C(N)=O)CCC2,-2
CCn1c(CC2CCN(C(=O)C/C=C/c3ccccc3)CC2)nn(C)c1=O,-7
COC(=O)/C=C/C(C)=C/C=C/C(C)=C/C=C/C=C(C)/C=C/C=C(C)/C=C/C(=O)O,15
O=C(NCC(O)COc1ccc(C(F)(F)F)cc1)c1ccccc1Cl (stereo not drawn),1
CN1C(=O)CC(C(=O)Nc2ccccc2F)SC1=Nc1ccc(I)cc1 (stereo not drawn),-2
O=C1NC(c2ccc(SC(F)(F)F)cc2)Nc2ccccc21 (stereo not drawn),-4
O=C(CC(c1ccccc1)c1ccc(Cl)cc1)N1CCCO1 (stereo not drawn),-1
O=S(=O)(NCc1ccc(Cn2ccnc2)cc1)c1cccc(Cl)c1F,-15
O=C(NNC(=S)NC(=O)c1ccc(-c2ccc(Br)cc2)o1)c1ccncc1,-1
CC(CN(C)Cc1ccc(-n2ccnc2)cc1)N1CCOCC1 (stereo not drawn),-13
Cc1ccc(C(=O)N2C(C(=O)O)CSC2c2ccc(F)cc2)cc1 (stereo not drawn),3
CCc1cc(NC(C(N)=O)C(C)C)nc(-c2ccncc2)n1 (stereo not drawn),6
Cc1ccc(C2CC(c3ccc(C)c(C)c3)=Nc3ncnn32)cc1 (stereo not drawn),-4
CCN(Cc1cc(Cl)c2c(c1)OCCCO2)C1CCS(=O)(=O)C1 (stereo not drawn),-4
O=C(O)CCN(Cc1ccccc1)c1nc(Cc2ccccc2)ns1,-6
CCn1c(C)nnc1S(=O)(=O)Cc1cccc(OC)c1,5
CC1CCN(S(=O)(=O)c2c[nH]c(=O)[nH]c2=O)CC1,5

Next section
smiles,mcGAS RapidFire
CCC(C)Sc1nc2c(c(=O)n(C)c(=O)n2C)n1Cc1ccccc1 (stereo not drawn),-4
CCOC(=O)C1=C(C)N=c2s/c(=C\c3cccs3)c(=O)n2C1c1ccc(N(C)C)cc1 (stereo not drawn),-9
O=c1[nH]c(O)c(C=NCCCN2CCOCC2)c(=O)[nH]1,-4
CC(C)CCNC(=O)C1(C)CCN1Cc1csc2ccccc12 (stereo not drawn),-7
CN1CC2(CCCN(Cc3nccn3C)CC2)OC1=O (stereo not drawn),-14
N[C@@H](C(=O)NC1CCN(Cc2cccnc2)CC1)c1ccccc1,-15
Cc1noc(C)c1CC(=O)C(C#N)c1nc2ccccc2n1C(F)F (stereo not drawn),-1
C[C@H](C(=O)NCCCn1ccnc1)N1Cc2ccc(Nc3ncccn3)nc2C1=O,7
CN(Cc1ccc(N(C)C)cc1)C(=O)c1ccc(N2CCCC2=O)cc1,-4
COc1ccc(CC(=O)NCc2ccc(C)n2C)cc1F,3
CCc1[nH]c2c(CNC(=O)NCc3ccco3)cc(F)cc2c1C,16
COc1ccc(NC(=O)CNC(=O)CNCc2ccc(F)cc2)cc1,-3
CCSC1CCCCN(C(=O)c2cc(C(C)=O)c[nH]2)C1 (stereo not drawn),-7
NC(=O)C(Cc1ccccc1)NC(=O)c1coc(-c2ccccc2)n1 (stereo not drawn),-5
Brc1ccc(-c2nc(-c3ccc4c(c3)OCO4)cs2)cc1,-5
CC(C)=CC(=O)NC1CCCN(Cc2ccc(Cl)cc2)C1 (stereo not drawn),-13
CC(=O)C1=C(c2ccc(Cl)c(Cl)c2)N(C(C)=O)n2c(nnc2C2CCCCC2)S1,3
COc1ccc(C(=O)C=Cc2ccccc2Br)c(OC)c1,-5
O=C(O)CN1C(=O)CSC1=O,-2
O=c1[nH][nH]c(=O)c2c1nc(SCc1ccccc1F)n2Cc1ccccc1,6
O=C(NC1CC(=O)N(CCCc2ccccc2)C1)c1cccc2nccnc12 (stereo not drawn),-31
CCS(=O)(=O)c1ccc2c(c1)N(Cc1ccccc1Cl)C(=O)C(C)O2 (stereo not drawn),6
c1ccc(-n2cnnc2)c(OCc2nc(CC3CC3)no2)c1,-10
COC(=O)c1ccc(OCC(=O)N(C)C2CCCCC2)c(OC)c1,-6
CCN(CC)Cc1cc(C(=O)N2CCOC3(CNCCOC3)C2)c(C)o1 (stereo not drawn),-13

(further entries)
smiles,mcGAS RapidFire
O=C(Cc1cccs1)Nc1ccc(-c2ncn[nH]2)cc1,1
Cn1c(=O)c2c(ncn2CCSc2ncnc3sccc23)n(C)c1=O,2
Cc1ccccc1-c1ncc(CNC2CCN(S(C)(=O)=O)CC2)s1,-10
O=C(NO)C12CCCC(CCC1)C2,-2
Cc1sc2ncnc(N3CC(O)CC3C(N)=O)c2c1C (stereo not drawn),1
CCOC(=O)c1nn(-c2ccc(Cl)cc2)c2ccccc2c1=O,-5
CNC(=O)c1nnc2n1C(c1ccccc1)CN(C(=O)c1ccc(C(C)C)cc1)C2 (stereo not drawn),-7
Cc1ccc(S(N)(=O)=O)cc1C(=O)Nc1ccc(F)cc1,-11
FC(F)Oc1ccccc1-n1cccc1,5
Cc1ccc(S(=O)(=O)NCC2CN(c3ccccc3)C(=O)O2)cc1 (stereo not drawn),-18
COC(=O)c1ccc(Cn2nc(C3CC3)c3cnn(-c4ccccc4C)c3c2=O)o1,-3
CC(C)c1noc(CCCC(=O)N(CCC#N)c2ccc(F)cc2)n1,0
CCOC(=O)c1nn(-c2ccc(C)cc2)c(=O)cc1N1CCCc2ccccc21,-9
CS(=O)(=O)c1ncc(CN2CCc3sccc3C2)n1CC1CCCO1 (stereo not drawn),-4
Cc1ccc(C(=O)Nc2cccc(C(=O)NC3CC3)c2)cc1F,-2
O=C1NCC2(CCCN(C(=O)c3ccc(-c4ccn[nH]4)cc3)CC2)O1 (stereo not drawn),-2
O=S(=O)(Nc1ccc(S(=O)(=O)NC2CC2)cc1)c1cccc(Br)c1,-5
Cc1ccc(C(=O)N/C(=C/c2ccc([N+](=O)[O-])cc2)C(=O)N2CCC(C)CC2)cc1,-6
C=C1c2ccccc2C(=O)N1CCC(=O)NCCOc1ccccc1F,8
COC(=O)c1sc2ccccc2c1NC(=O)c1coc2ccccc2c1=O,-8
CC(Cc1ccc2ccccc2c1)NC(=O)N1CCOC(CO)C1 (stereo not drawn),-8
C1=CC2C(C1)C1CC2C2C1N=NN2c1ccccc1 (stereo not drawn),-3
CN1C(CC(=O)c2ccccc2)CCCC1CC(O)c1ccccc1 (stereo not drawn),-2&11
Cc1nc(C(C)C)ncc1C(=O)N[C@@H]1C[C@H]2C(=O)N(C)CC(=O)N2C1,-34
Cn1c(COc2ccc(Cl)cc2)nnc1SCCOc1ccc(Cl)cc1,-10
COC(=O)c1oc(CN(C)Cc2cccc(C(F)(F)F)c2)cc1C,-3
CN1C(=O)CC(C(=O)O)C1c1ccc(Cl)c(F)c1 (stereo not drawn),-2

Reformatted field by field: part of the list above
CCOC(=O)c1nn(-c2ccc(Cl)cc2)c2ccccc2c1=O
  mcGAS RapidFire: -5

COC(=O)c1sc2ccccc2c1NC(=O)c1coc2ccccc2c1=O
  mcGAS RapidFire: -8
